Imprint erasure = qHTS Assay for Compounds that Induce Erasure of Genomic Imprints. 0.02% of 110,000 active. Potency, µM (titrated, usually from 60.7 µM), inactives show at the highest dose activity change, positive = activation, hits mostly activators. mouse ES Peg3-LacZ reporter, beta-gal luminescence, 40 h;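 also: 0% = negative control wells on the plate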
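Gelatin-coated wells received 300 freshly trypsinized female ES cells with a Peg3LacZ-Neo reporter on the maternal allele, then incubated 40 hours at 37C. BetaGlo was added for 5 minutes at room temperature before a single luminescence read.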
p53ts 39C kill = qHTS Screen for Compounds that Selectively Target Cancer Cells with p53 Mutations: Cytotoxicity of p53ts Cells at the Nonpermissive Temperature; H1299-p53A138V viability at 39C, ATP luminescence, 24 h; Potency, µM (series often up to 46.1 µM), without a hit: at the highest dose activity change, negative = cell killing, most hits filed as cytotoxic; 1.5% of 130,000 active; AID 902, 2007; also: nearly all actives have a fitted effect of over 55% in size
IkB signaling = IkB Signaling; ABC-DLBCL IkBa-CBG/CBR dual luciferase ratio, 4 h; response scale: scaled: untreated 0%, proteasome inhibitor 100%; Potency, µM (top dose mostly 57.1 µM), without a hit: at the top dose IkBa stabilization activation; 0.04% of 110,000 active; active = well fitted curve in the direction sought with a large enough effect in the signal ratio, not every such curve was filed as active; inconclusive = small, poorly fitted or top-dose-only effect, or a change in a side signal; the % refers to the signal ratio;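 also: the direction sought is a rising ratio; 0% = basal untreated cells and 100% = reference inhibitor full response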
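Curves were fitted separately to fusion (green), unfused (red) and ratio luminescence, then classed by r2, magnitude and activity. Cells: OCI-Ly3, 4 h compound plus doxycycline at 37C; 10 uM MG-132 defined full response.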
p53ts 32C kill = qHTS Screen for Compounds that Selectively Target Cancer Cells with p53 Mutations: Cytotoxicity of p53ts Cells at the Permissive Temperature. H1299-p53A138V at 32C, ATP luminescence viability, 24 h. Potency, µM (top dose mostly 46.1 µM), inactives show at the highest dose activity change, negative = cytotoxicity, hits mostly cytotoxic. 0.93% of 130,000 active. AID 924, 2007;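 also: 0% = DMSO and -100% = full killing by reference compound; nearly all actives have a fitted effect of over 55% in size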
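Viability by ATPlite luminescence after 24 h compound treatment (up to 46 uM) at the permissive 32C. Cells are H1299 carrying p53 A138V. Scale runs from DMSO basal to 100 uM tamoxifen as full kill; AC50 from Hill fits.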
* marks the source's active call; other numbers are inactive results; u = inconclusive; x = no result given; [ ] = dose if it differs, or a comment. Unless noted, calls follow the shape of the dose curve; as a rule, active = well fitted curve in the direction sought with a large enough effect; inconclusive = small, poorly fitted or top-dose-only effect, or another doubt; inactive = no such curve, though single readings can be large; an effect the other way counts as inactive or inconclusive. Unless noted, % is scaled to controls: 0 for no effect and ±100 for the full control effect; potency is read from the fitted curve at half-maximal effect.

SMILES	Imprint erasure	p53ts 39C kill	IkB signaling	p53ts 32C kill
COC(=O)Cc1c(C)c2c(O)cc(C)cc2oc1=O	0%	6%	-0.6%	-12%
CC(=O)c1ccc(NS(=O)(=O)c2ccc3[nH]c4c(c3c2)CCCCCC4)cc1	-5%[10.9 µM]	6%	u	4%
CCC1SC2=NC(C)=C(C(=O)OC)C(c3cccs3)N2C1=O (stereo unspecified)	-9%	8%	1.3%	0%
Cc1c(/C=C/C(=O)c2ccc(O)cc2)cnn1C	x	-30%	x	u
CCOCCCNC(=O)C(c1ccccc1)N(Cc1cccs1)C(=O)c1ccc(NC(C)=O)cc1 (stereo unspecified)	-9%[10.9 µM]	-14%	u	0%
Cc1nn2c(=O)cc(COC(=O)c3ccccc3NC(=O)COc3ccccc3C)nc2s1	-19%[10.9 µM]	-10%	4.2%	-3%
CCc1ccc(C2Sc3ccccc3NC3=C2C(=O)c2ccccc23)cc1 (stereo unspecified)	-14%[10.9 µM]	2%	u	-11%
COc1ccccc1NC(=O)N(Cc1ccco1)Cc1cc2cc(C)cc(C)c2[nH]c1=O	-27%	5%	u	1%
Cc1nc2ccc(S(=O)(=O)NCC(=O)N(C)Cc3ccco3)cc2s1	-1%	9%	0.4%	3%
CCC(=O)Nc1ccc(S(=O)(=O)Nc2cccnc2)cc1	23%	8%	0.0%	-1%
COc1cccc(-c2cnc(NCc3cc(Cl)ccc3O)n2C)c1	-49%[inhibitor]	u	u	25%
COc1ccc(CNC(=S)NC2CCCC2)cc1	x	-4%	x	8%
CCOC(=O)c1cc2c(=O)n3ccccc3nc2n(CCOC)c1=NC(=O)c1c(-c2ccccc2Cl)noc1C	-3%[10.9 µM]	-22%	-3.0%	-1%
COc1ccc(CNc2ncnc3onc(-c4ccc(F)cc4)c23)cc1	-7%[10.9 µM]	-20%	-1.2%	12%
COc1ccc(CCNC(=O)c2ccc3c(c2)N(Cc2ccc(C)cc2)CCS3)cc1OC	-18%[10.9 µM]	-12%	-1.2%	15%
Cc1ccc(C(=O)Nc2ncc(Cc3ccccc3)s2)o1	-48%[inhibitor]	u	1.6%	u
O=C1CCCc2[nH]nc(-c3cccnc3)c21	-2%	-7%	-1.0%	4%
N#C/C(=C\c1ccc(O)c(O)c1)C(N)=O	-23%	u	u	2%
C=CCNC(=O)c1oc2ccc(S(=O)(=O)N(CC)CC)cc2c1C	-12%	-2%	-2.6%	-4%
COc1ccc2oc(C(=O)C3CC3)c(NC(=O)CCCN3C(=O)c4ccccc4C3=O)c2c1	-8%	0%	0.4%	-7%
CC(=O)N1CCN(c2ccc(NCc3ccc4c(c3)OCO4)cc2)CC1	-5%	12%	0.5%	3%
COc1ccccc1C(=O)Nc1nc2ccc(S(=O)(=O)N3CCCC3)cc2s1	-8%[10.9 µM]	-16%	-0.2%	6%
O=C(CNC(=O)c1ccccc1F)OCc1cc(=O)n2nc(C3CCCCC3)sc2n1	-6%[10.9 µM]	-20%	2.6%	3%
Cc1noc(C)c1CSc1ncnc2sc3c(c12)CCC3	-7%	6%	-0.5%	-4%
CCc1ccc(S(=O)(=O)c2nnn3c2nc(NC(C)C)c2sccc23)cc1	-14%[10.9 µM]	-11%	-1.1%	8%
CCOC(=O)/C(C#N)=C1/SC(CC)C(=O)N1c1ccc(C)cc1 (stereo unspecified)	-41%[inhibitor]	-5%	0.5%	6%
OC(c1cccnc1)c1cccs1 (stereo unspecified)	x	4%	0.8%	-3%
CC(C)CC(=O)Nc1nnc(S(=O)(=O)N(CC(C)C)c2ccccc2)s1	5%[10.9 µM]	-19%	2.0%	-14%
COC(=O)c1[nH]c(C)c(/C(O)=C2\C(=O)C(=O)N(CCN(C)C)C2c2ccco2)c1C (stereo unspecified)	3%	6%	-0.8%	-1%
CCCCCCNS(=O)(=O)c1ccc(Cl)s1	-12%	-10%	0.4%	-1%

Part of the list above in order of heavy-atom count, largest number first:
SMILES	Imprint erasure	p53ts 39C kill	IkB signaling	p53ts 32C kill
COc1ccc2oc(C(=O)C3CC3)c(NC(=O)CCCN3C(=O)c4ccccc4C3=O)c2c1	-8%	0%	0.4%	-7%
O=C(CNC(=O)c1ccccc1F)OCc1cc(=O)n2nc(C3CCCCC3)sc2n1	-6%[10.9 µM]	-20%	2.6%	3%
COC(=O)c1[nH]c(C)c(/C(O)=C2\C(=O)C(=O)N(CCN(C)C)C2c2ccco2)c1C (stereo unspecified)	3%	6%	-0.8%	-1%
COc1ccccc1C(=O)Nc1nc2ccc(S(=O)(=O)N3CCCC3)cc2s1	-8%[10.9 µM]	-16%	-0.2%	6%
CCc1ccc(S(=O)(=O)c2nnn3c2nc(NC(C)C)c2sccc23)cc1	-14%[10.9 µM]	-11%	-1.1%	8%
COc1ccc(CNc2ncnc3onc(-c4ccc(F)cc4)c23)cc1	-7%[10.9 µM]	-20%	-1.2%	12%
C=CCNC(=O)c1oc2ccc(S(=O)(=O)N(CC)CC)cc2c1C	-12%	-2%	-2.6%	-4%
CCOC(=O)/C(C#N)=C1/SC(CC)C(=O)N1c1ccc(C)cc1 (stereo unspecified)	-41%[inhibitor]	-5%	0.5%	6%
Cc1ccc(C(=O)Nc2ncc(Cc3ccccc3)s2)o1	-48%[inhibitor]	u	1.6%	u
O=C1CCCc2[nH]nc(-c3cccnc3)c21	-2%	-7%	-1.0%	4%
N#C/C(=C\c1ccc(O)c(O)c1)C(N)=O	-23%	u	u	2%
OC(c1cccnc1)c1cccs1 (stereo unspecified)	x	4%	0.8%	-3%

Other compounds
SMILES	Imprint erasure	p53ts 39C kill	IkB signaling	p53ts 32C kill
CC(=O)Nc1cccc(NC(=O)CSc2nccn2C2CCCC2)c1	-3%[10.9 µM]	-3%	u	-12%
CCOc1cc(C(=O)NCc2nnc(SCC(=O)OC)n2C)cc(OCC)c1OCC	7%	-3%	-1.6%	7%
O=C(Nc1ccc(SC(F)F)cc1)C1=COCCO1	-62%[inhibitor]	u	1.6%	u
COc1ccc(NC(=O)c2ccc3oc(=O)c(S(=O)(=O)c4ccc(C)cc4)cc3c2)cc1OC	-9%[10.9 µM]	-20%	1.1%	-13%
CCn1c(SCC(N)=O)nnc1-c1ccc(S(=O)(=O)N2CCN(C)CC2)cc1	-1%	7%	0.3%	2%
O=C(CSC1=NCCS1)Nc1nc2c(s1)CCCC2	-25%	u	2.7%	u
COC(=O)n1ccc(C(=O)Nc2ccccc2F)n1	-54%[inhibitor]	-11%	2.8%	-2%
CNc1ccnc(-c2ccccc2CN(C)C)n1	-9%	-7%	0.9%[11.4 µM]	0%
COC(=O)CN(c1ccccn1)S(=O)(=O)c1ccccc1	-8%	-14%	0.5%	-12%
CCCC(=O)Nc1ccc2nn(-c3ccc(CC)cc3)nc2c1	-10%[10.9 µM]	10µM*	-4.5%	-17%
Cc1ccc(CNc2oc(-c3cccs3)nc2C#N)cc1	-16%	29%	4.2%	54%[activator]
CCOc1ccc(CNC(=O)c2ccc3c(c2)N(CC)CCS3)cc1	5%[10.9 µM]	-5%	0.5%	4%
COC(=O)N1CCC2(CCCN(Cc3nccs3)C2)CC1	x	-1%	3.2%[11.4 µM]	5%
COCC(=O)Nc1sc2c(c1C(=O)OC)CCC(C)C2 (stereo unspecified)	-8%	-8%	6.1%	6%
COc1cccc(N2CCN(CC(=O)c3c[nH]c4ccc(OC)cc34)CC2C)c1 (stereo unspecified)	-20%	-8%	3.0%	5%
CCOc1ccc(OCC)c(Nc2cc(C)nc3nc(C)nn23)c1	-21%	0%	-0.2%	-4%
CCn1c(C)nc2cc(C(=O)OC(C(F)(F)C(F)F)C(F)(F)C(F)F)ccc21	-13%	-26%	u	-10%
CCCCOc1ccc(C2C(=O)N(C3CCCCC3)CC(=O)N2C2CCCCC2)cc1 (stereo unspecified)	-8%[10.9 µM]	-19%	1.8%	15%
CCCCN(C)CCCNC(=O)CN1N=C(c2ccc(OC)cc2)CCC1=O	-17%[10.9 µM]	-21%	u	-4%
Cc1ccc2nc3sc(C(=O)NCc4ccco4)c(N)c3cc2c1	x	-25%	x	-27%
O=C1C2C(C(=O)N1c1ccncc1)C1C=CC2C12CC2 (stereo unspecified)	6%	-7%	2.8%	-8%
CCCCc1cc(=O)oc2cc(C)c(CN3CCCC3)c(O)c12	12%	11%	3.2%	17%
O=C(Nc1ccccc1Br)c1cc(S(=O)(=O)NC2CCCCC2)ccc1F	-22%[10.9 µM]	-11%	3.8%	25%
COc1ccc(C(=O)Nc2ccc(S(=O)(=O)N(Cc3ccccc3)c3ccccc3)cc2)cc1	-23%[10.9 µM]	-8%	u	-12%
CCSc1nc2c([nH]c3ccccc32)c(=O)n1CC	-9%[10.9 µM]	-21%	-0.5%	13%
CCCn1c(CN(Cc2ccccc2)Cc2ccccc2)nc2c1c(=O)n(C)c(=O)n2C	-13%	7%	3.4%	9%
O=C(NCCN1CCN(c2ccccc2)CC1)Nc1cccc(Br)c1	-14%[10.9 µM]	-3%	u	12%
CC(C)c1nc2ccc(C(=O)NCc3ccccc3Br)cc2o1	8%[10.9 µM]	-17%	u	1%
COC(=O)c1ccccc1NC(=O)C1CCCN(c2ncnc3onc(C)c23)C1 (stereo unspecified)	-3%[10.9 µM]	11%	u	-15%
COc1ccc(Nc2ncccc2C(=O)Nc2ccccc2)cc1	-17%	-11%	0.8%	-8%

Structural class: the entries above with a Cl atom.
SMILES	Imprint erasure	p53ts 39C kill	IkB signaling	p53ts 32C kill
COc1cccc(-c2cnc(NCc3cc(Cl)ccc3O)n2C)c1	-49%[inhibitor]	u	u	25%
CCOC(=O)c1cc2c(=O)n3ccccc3nc2n(CCOC)c1=NC(=O)c1c(-c2ccccc2Cl)noc1C	-3%[10.9 µM]	-22%	-3.0%	-1%
CCCCCCNS(=O)(=O)c1ccc(Cl)s1	-12%	-10%	0.4%	-1%

Further records
SMILES	Imprint erasure	p53ts 39C kill	IkB signaling	p53ts 32C kill
O=C(NCc1ccccc1)c1cc2sccc2n1Cc1ccc(Cl)cc1	-9%[10.9 µM]	0%	u	1%
Cc1noc(C)c1COC(=O)c1ccccc1Oc1ccccc1	-8%	-10%	1.0%	16%
CC1CCCCN1C(=O)N[C@@H](Cc1ccccc1)C(=O)O (stereo partly specified)	-2%	9%	0.9%	4%
O=C(CCS(=O)(=O)c1ccccc1)Nc1ccccc1-c1nc2ccccc2s1	x	u	x	u
CCc1ccc(NC(=O)c2sc3nc(-c4ccccc4)cn3c2C)cc1	-13%[10.9 µM]	-19%	-0.1%	3%
CCOCCn1c(=O)c2c(nc3n2CCN3c2ccc(CC)cc2)n(C)c1=O	10%	8%	-1.4%	-5%
Cc1noc(C)c1C(=O)N1CCC[C@@]2(CCN(C(=O)NC(C)C)C2)C1	x	-3%	-0.1%[11.4 µM]	1%
COc1ccccc1NC(=O)CSc1nc2ccccc2c(=O)n1CCC(=O)NC1CCCCC1	-11%[10.9 µM]	-6%	u	-9%
CS(=O)(=O)n1nc(-c2ccco2)nc1NCc1ccccc1Cl	-4%[10.9 µM]	-16%	u	-1%
CC(C)c1ccc(NC(=O)CSC2=Nc3ccccc3C3=NC(CCC(=O)NCc4cccs4)C(=O)N23)cc1 (stereo unspecified)	-11%[10.9 µM]	-21%	1.7%	13%
CCC(C)S(=O)(=O)c1oc(-c2ccc(F)cc2)nc1S(=O)(=O)c1ccc(F)cc1 (stereo unspecified)	-39%[inhibitor][10.9 µM]	3.2µM*	u	4µM*
O=c1cc(CSc2ccc(Cl)cc2)nc(N2CCOCC2)[nH]1	-16%	-1%	-1.1%	5%
Cc1ccc(C)c(S(=O)(=O)c2cn(C)c3cc(F)c(F)cc3c2=O)c1	5%[10.9 µM]	1%	u	-8%
CC(C)n1c(CCCO)nc2ccccc21	-5%	11%	-0.4%	3%
Cc1ccc(C(=O)Nc2ccc(-c3nc4ccccc4o3)cc2)cc1Cl	-6%[10.9 µM]	27%	2.7%	-2%
CCOC(=O)c1c(C)oc2c(CN3CCN(C)CC3)c(Br)c(OC)c(O)c12	-9%	-16%	0.6%	-3%
CCOC(=O)c1[nH]c(C)c(C(=O)Nc2cc(Cl)ccc2C)c1C	-19%	-2%	-1.1%	7%
CCOC(=O)C(C)n1cnc2c(nnn2-c2ccc(C)cc2)c1=O (stereo unspecified)	-12%	-3%	-1.9%	-8%
CCc1ccc(C(C)NC(=O)c2cc(C)oc2C)cc1 (stereo unspecified)	-22%	1%	22%	-2%

Screens deposited in PubChem by National Center for Advancing Translational Sciences (NCATS).
